Source: PubChem BioAssay
aSyn yeast rescue: qHTS of alpha-syn Inhibitors: NCGC Sytravon Library Screen; S. cerevisiae alpha-synuclein toxicity rescue, BacTiter-Glo growth, 24 h; Potency, µM (titrated, usually from 46.1 µM), for inactives: at the top dose growth rescue (activation), usual class: activators; actives 0.02% (n = 94,000); AID 1347070, 2019; active = well fitted activation curve with a large enough effect; inconclusive = small, poorly fitted or top-dose-only effect; note: 0% is about no effect
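Growth restoration measured by BacTiter-Glo luminescence after 24 hr at 30 deg C; alpha-synuclein yeast, raffinose-pregrown to mid-log, were added at OD600=0.02 in galactose medium onto pinned compounds.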
* hit, by the source's call; u = inconclusive; & = joins results of further samples; [ ] = another dose, or the depositor's remark. Potency is the fitted concentration of half-maximal effect.

| Compound | aSyn yeast rescue |
| --- | --- |
| O=C(C1=C(O)C(=O)N(CC2CCCO2)C1c1ccccc1Cl)c1ccco1 (stereo not given) | -7% |
| Cn1c2ccccc2c2ncn(Cc3ccc(F)cc3)c(=O)c21 | 4% |
| COc1ccccc1CNC(=O)c1cnc2c(-c3ccccc3)c(C)nn2c1C | 23% |
| O=S(=O)(NCCS(=O)(=O)N1CCN(c2ccccc2)CC1)c1ccc(Br)cc1 | 0% |
| CCc1ccccc1NS(=O)(=O)c1ccc2nc(-c3ccccc3)[nH]c2c1 | 0% |
| O=C(NCCc1cccs1)c1ccc(Cn2c(SCc3ccccc3)nc3cccnc32)cc1 | -7% |
| Cc1cc(N2CCN(C)CC2)nc2ccc(NC(=O)Nc3ccccc3Br)cc12 | -20% |
| CN(C)S(=O)(=O)N(CC(=O)Nc1ccc(C(F)(F)F)cc1)c1ccccc1 | 6% |
| CCOC(=O)c1cc2c(=O)n3ccccc3nc2n(Cc2ccco2)c1=NC(=O)c1ccc(C(C)(C)C)cc1 | 6% |
| CNC[C@H]1Oc2cc(Br)ccc2S(=O)(=O)N([C@@H](C)CO)C[C@@H]1C | -15% |
| CCC[C@H]1CN(Cc2ccccc2)C(=O)[C@@H]1CC(=O)NC | -4% |
| Cc1ccc2cccc(NC(=O)c3ccc(-c4ccc(Cl)cc4Cl)o3)c2n1 | -5% |
| CC(C)Oc1ccc(S(=O)(=O)N2CCCCC2)cc1NC(=O)C1CCC1 | 3% |
| COc1ccc(C(C(=O)NC2CCCCC2)N(C(=O)c2csnn2)C2CC2)cc1 (stereo not given) | 0% |
| Cc1ccc(-c2csc(NC(=O)C[n+]3cc(-c4ccccc4)n4c3CCC4)n2)cc1 | -24% |
| COc1ccc(OC)c(CCNC(=O)C2CCN(c3ncnc4c3nc3n4CCCCC3)CC2)c1 | -6% |
| COC(=O)C(CCSC)NC(=O)c1cc2c(n(-c3ccc(Cl)cc3)c1=O)CCCC2=O (stereo not given) | 1% |
| COc1cccc(-c2nc(S(=O)(=O)c3ccccc3)c(N3CCCCC3)o2)c1 | -7% |
| Cc1ccc(C(=O)N2CCCN(c3nc4cc5c(cc4cc3C#N)OCO5)CC2)cc1 | 9% |
| CCC1=C(c2ccc(C)cc2)S(=O)(=O)N=C1N1CCC(C(=O)NCCc2ccc(Cl)cc2)CC1 | -4% |
| CCC(=O)N1CCc2cc(S(=O)(=O)CCC(=O)NCc3ccccc3OC)ccc21 | -7% |
| CSc1ncnc2c1ncn2CCCNCc1ccccc1 | 7% |
| COc1ccccc1/C=C(\NC(=O)c1ccccc1)C(=O)NCc1ccco1 | 11% |
| CC[n+]1c(/C=C(\C)Nc2ccccc2)sc2ccccc21 | -8% |
| COc1cccc(-c2nc(SCc3cc(=O)c4cc(Cl)ccc4[nH]3)n[nH]2)c1 | -2% |
| CC(=O)Nc1c(C)nn(-c2ccccc2)c1N1CCC(C(=O)Nc2ccccc2C(F)(F)F)CC1 | 0% |
| CCNC(=S)N(CCc1c(C)[nH]c2ccc(Cl)cc12)Cc1cccnc1 | -9% |
| COc1ccc(C(CNC(=O)CNC(=O)c2ccccc2Cl)N2CCCC2)cc1 (stereo not given) | 8% |
| Cc1cccc(C(=O)N2CCN(c3ccc(N4CCOCC4)nn3)CC2)c1 | -5% |
| COc1cccc2c1cc1c(=O)n(CC(=O)N3CCN(c4cccc(C)c4C)CC3)nc(C)n12 | 3% |
| O=c1c2sc3nc(N4CCOCC4)c4c(c3c2ncn1C(c1ccccc1)c1ccccc1)CCCC4 | 15% |
| O=C(Oc1ccccc1F)c1nc(SCc2ccc(F)cc2)ncc1Cl | 0% |
| COc1ccc(-c2c(C)c3ccc(O)c(CN4CCN(C)CC4)c3oc2=O)cc1OC | 4% |
| O=C(NNC(=O)c1cccs1)c1ccco1 | 5% |
| O=C(CC1Sc2ccccc2NC1=O)Nc1cccc(C(F)(F)F)c1 (stereo not given) | -3% |
| CC(=O)Nc1nc(C)c(CCC2OCCO2)c(=O)[nH]1 | -6% |
| Cc1ccc(-c2nn3c(C)nnc3c3ccccc23)cc1S(=O)(=O)NC(C)(C)CO | -4%&5% |
| O=C(Nc1cccc(O)c1)c1cccc(NC(=O)c2cccs2)c1 | -7% |
| Cc1ccc(N2CSC3=C(C#N)C(c4cccs4)CC(=O)N3C2)cc1 (stereo not given) | -2% |
| Cc1cccc(OCCC(=O)OCC(=O)Nc2c(C)nn(-c3ccccc3)c2C)c1 | 12% |
| O=C(NCc1ccc(Cl)cc1)C1CCN(S(=O)(=O)c2ccccc2)CC1 | 2% |
| NC(=O)NOCc1c(Cl)cccc1Cl | 9% |
| S=C(Nc1ccccc1)N1CCN(Cc2ccccc2)CC1 | -38%[inhibitor] |
| O=C(COC(=O)c1ccc(O)cc1)c1ccc2c(c1)OCCO2 | -7% |
| Cc1ccccc1C(=O)N1CCCCC1CCN1CCCCC1 (stereo not given) | 6% |
| C[C@@H]1CN([C@@H](C)CO)C(=O)CCCn2cc(nn2)CO[C@H]1CN(C)C(=O)CCCN(C)C | -2% |
| CCC(=O)NC(=S)Nc1ccc(NC(=O)c2ccco2)c(Cl)c1 | 1% |
| N/C(Cc1ccc(Cl)cc1Cl)=N\OC(=O)c1ccc(Br)o1 | -74%[inhibitor] |
| O=C(c1cccs1)N1CCC(c2nc3c(nnn3Cc3ccccc3Cl)c(=O)[nH]2)CC1 | 7% |
| O=C(NC1CCCCC1)c1ccc(-c2ccc(Cl)cc2)o1 | 10% |

(next part)
| Compound | aSyn yeast rescue |
| --- | --- |
| O=C(COC(=O)CCc1ccccc1)Nc1ccccc1OC(F)F | 3% |
| CC(C)CN1C(=O)c2ccc(C(=O)Nc3ccc(OCC(=O)O)cc3)cc2C1=O | -4% |
| CCN1CCN(C(=O)CS(=O)(=O)Cc2nc(-c3ccc(C)cc3)oc2C)CC1 | 5% |
| Cc1cc(C)c(NC(=O)C2CCN(c3nc4ccccc4n4cccc34)CC2)c(C)c1 | 7% |
| COc1ccc(NC(=O)c2c(NC(=O)COc3ccc(Cl)cc3)sc3c2CCCCC3)cc1 | 5% |
| Nc1cc(=O)nc(SCC(=O)Nc2ccc(F)cc2)n1-c1cccc(Cl)c1 | u |
| COc1ccc(C(=O)N(C)CC(=O)Nc2cccc(F)c2)cc1S(=O)(=O)NC1CCCC1 | -1% |
| NC(=O)COC(=O)c1ccc(NS(=O)(=O)c2ccc3c(c2)OCCO3)cc1 | 2% |
| Cc1cn2c(=O)cc(COC(=O)c3cccc(NC(=O)c4ccc(C(C)(C)C)cc4)c3)nc2s1 | -3% |
| COc1cc(C2C=C(C(=O)O)Nc3ncnn32)ccc1O (stereo not given) | -6% |
| O=C(CCCn1c(=O)c2ccccc2n(CC(=O)Nc2cccc(Cl)c2)c1=O)NCc1ccc2c(c1)OCO2 | -1% |
| Cc1oc(-c2ccccc2Cl)nc1Cn1c(SCc2cccc(F)c2)nc2cccnc21 | 0% |
| COc1cc(C2C(Oc3ccccc3C)C(=O)N2Cc2ccc(F)cc2)cc(OC)c1OC (stereo not given) | 11% |
| COc1ccccc1CNc1ccc(-c2nc(C(C)C)no2)cc1[N+](=O)[O-] | 4% |
| CC(=O)c1ccc2c3c(ccc([N+](=O)[O-])c13)CC2 | -5% |
| CC(C)CCn1c(Oc2ccccc2F)nc2c1c(=O)n(C)c(=O)n2C | 8% |
| O=C(NCc1ccc(Cl)cc1)C(=O)NCC(c1cccs1)S(=O)(=O)c1cccs1 (stereo not given) | 5% |
| CCOc1ccc(C(=O)Nc2ccc(OCc3cc(=O)n4cccc(C)c4n3)cc2)cc1 | 0% |
| Fc1cccc(Cl)c1CSC1=NCCS1 | -9% |
| O=C(Nc1ccccc1)N(Cc1cccs1)c1ccc(Cl)cc1 | 0% |
| O=C(N/N=C/c1cc([N+](=O)[O-])ccc1O)c1ccncc1 | -16% |
| CCCCCCN1C[C@H](n2cc(C3CC3)nn2)[C@@H](O)C[C@@H]1c1ccccc1 | -1% |
| Cc1ccc(OCC(=O)Nc2cccc(OCc3cc(=O)n4ccccc4n3)c2)cc1C | -2% |
| COCCCNc1nc2ccccc2nc1NS(=O)(=O)c1ccc(C)c(C)c1 | 17% |
| COC(=O)C(Cc1ccccc1)NC(=O)CCNC(=O)c1ccco1 (stereo not given) | 3% |
| COc1ccccc1N1CCN(c2ncnc3c2cnn3-c2cccc(Cl)c2)CC1 | 5% |
| Cc1ccc2ncc3c(-c4ccc(F)cc4)nn(CC(=O)Nc4ccccc4C)c3c2c1 | 2% |
| Cc1c(NC(=O)Cc2cccs2)cccc1[N+](=O)[O-] | 11% |
| Cc1ccc(NC(=O)CN2C(=O)COc3ccc(S(=O)(=O)NC4CCCC4)cc32)cc1N(C)C | -5% |
| COc1ccc(C(C)NC(=O)CN(c2cc(OC)ccc2OC)S(=O)(=O)c2ccccc2)cc1 (stereo not given) | 2% |
| CC1CCC(NC(=O)CSc2nncs2)CC1 (stereo not given) | 5% |
| O=C(NC1=NCCS1)c1ccc(Cl)c(S(=O)(=O)N2CCc3ccccc32)c1 | -2% |
| C[C@@H]1CN([C@H](C)CO)C(=O)CCCn2nncc2CO[C@@H]1CN(C)C(=O)c1cc(-c2ccccc2)on1 | -10% |
| NC(=O)CCc1nc2cc(C(F)(F)F)ccc2n(Cc2ccccc2)c1=O | 1% |
| O=C(O)Cc1c(C(=O)O)[nH]c2ccc(C(=O)O)cc12 | 6% |
| O=C(CCNS(=O)(=O)c1cccc2nonc12)Nc1ccc(Cl)cc1 | 8% |
| O=C(COC(=O)c1ccc(O)cc1O)Nc1cc(-c2ccccc2)nn1-c1ccccc1 | -2% |
| CCOc1cc2[nH]c(=S)n(CCC(=O)NCc3ccco3)c(=O)c2cc1OCC | -14% |
| CCOc1ccc(OCC)c(NC(=O)c2ccc(-c3ccccc3)s2)c1 | -4% |
| O=C1NC2(CCCCCCC2)C(=O)N1Cc1ccc(F)cc1 | 5% |
| COc1ccc(CCNC(=O)CCCCCn2c(SCC(N)=O)nc3cc4c(cc3c2=O)OCO4)cc1OC | -1% |
| CCN(CC)c1ccc2cc(-c3nnc(-c4cccc(Cl)c4)o3)c(=O)oc2c1 | 0% |
| CCC1(c2ccccc2)NC(=O)N(CC(=O)N(C)Cc2ccccc2)C1=O (stereo not given) | -9% |
| CCOc1ccc(CCNC(=O)c2cc3cc4ccc(OC)cc4nc3s2)cc1OCC | 0% |
| COC(=O)c1ccc(CNC(=O)c2ccc(OCC(=O)N3CCOCC3)c(OC)c2)cc1 | -14% |
| Cc1ccc(CCNC(=O)c2ccc(CNS(=O)(=O)c3ccc(F)cc3)cc2)cc1 | 6% |
| Cc1cc(C)n(C(C)CC(=O)NCc2ccc(Cl)cc2)n1 (stereo not given) | 1% |
| CC1CCN(C(=O)Cn2cc(SCC(=O)NCc3ccc(F)cc3)c3ccccc32)CC1 | 7% |
| COCCNC(=O)CCCn1c(=O)c2cc(OC)c(OC)cc2n(CC(=O)Nc2ccc(F)cc2)c1=O | -1% |
| COC(=O)c1cc2sccc2n1Cc1nc(-c2ccc(C)cc2)oc1C | -7% |

The listing continues:
| Compound | aSyn yeast rescue |
| --- | --- |
| Cc1ccc(CC(NC(=O)c2ccccc2)C(=O)NC(CC(C)C)C(=O)O)cc1 (stereo not given) | 6% |
| Cc1ccc(CNC(=O)c2ccc(Cn3c(SCc4ccccc4F)nc4cccnc43)cc2)cc1 | -4% |
| CSc1ccc(CCNC(=O)CCn2c(=O)c3cccn3c3ccc(F)cc32)cc1 | 1% |
| Cc1ccc(NC(=O)CCc2c(C)nc3nc(C)nn3c2C)c(Cl)c1 | 7% |
| NC(=O)NOCc1ccc(Cl)cc1Cl | 5% |
| CCOc1ccc(Oc2ccc(Cl)cc2NC(=O)C2=COCCO2)cc1 | -5% |
| Cc1cc(/C=C2/C(=N)N3C(c4ccccc4)=CSC3=NC2=O)c(C)n1-c1ccc(Cl)cc1 | 4% |
| Cc1ccccc1Cn1ccn(-c2ccc(F)c(F)c2)c(=O)c1=O | -3% |
| COCCSc1ccccc1C(=O)N1CCc2ccccc2C1 | -8% |
| Cc1ccc(C(=O)Nc2c(-c3ccccc3)nc3ccccn23)cc1C | 5% |
| Cc1[nH]c2ccccc2c1C(=O)C(=O)NCc1nnnn1-c1ccc(F)c(F)c1 | 4% |
| CCN(C(=O)COC(=O)C1CCN(S(=O)(=O)c2cccs2)CC1)c1ccccc1 | 6% |
| COCCCNC(=S)Nc1cc(C)c(C)cc1C | -5% |
| CC1CCN(c2nc(-c3ccc(Br)cc3)nc3ccccc23)CC1 | -16% |
| NC(=O)COC(=O)C1CSC2(c3ccc(F)cc3)CCC(=O)N12 (stereo not given) | -1% |
| Cn1c(=O)oc2cc(S(=O)(=O)NCCCN3CCCC3=O)ccc21 | -2% |
| COCCCNC(=O)C1CCN(Cc2cc3ccccc3n2Cc2cccc(Cl)c2)CC1 | 7% |
| O=C(Cn1c(=O)oc2cc(S(=O)(=O)N3CCCC3)ccc21)NCc1ccc(F)cc1 | -1% |
| COc1ccccc1NC(=O)C1=C(C)Nc2nc(SCc3ccccc3)nn2C1c1cccc(O)c1 (stereo not given) | 1% |
| O=C(Nc1nc2ccc(F)cc2s1)c1nc(S(=O)(=O)Cc2ccccc2F)ncc1Cl | 3% |
| COc1ccc(CC(=O)NCc2csc(-c3cccs3)n2)cc1OC | -11% |

Only part of the results is shown; rates above refer to the full screens.
